# Screening data from PubChem.
# AmpC detergent – qHTS Inhibitors of AmpC Beta-Lactamase (assay with detergent) | P00811 | hit rate 0.041% among 370,000 | Potency, µM (top dose mostly 114 µM), without a hit: at the top dose activity change, negative = inhibition, usual class: inhibitors | AmpC hydrolysis of nitrocefin, absorbance 480 nm, 0.01% Triton | AID 485294, 2010;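 also: potency is read from the fitted curve at half-maximal effect; 0% = no-compound wells and -100% = no-enzyme wells; nearly all actives have a fitted effect of over 25% in size; some results filed as inactive show a strong effect at the top dose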
# Target sequence (P00811 whole entry, looked up): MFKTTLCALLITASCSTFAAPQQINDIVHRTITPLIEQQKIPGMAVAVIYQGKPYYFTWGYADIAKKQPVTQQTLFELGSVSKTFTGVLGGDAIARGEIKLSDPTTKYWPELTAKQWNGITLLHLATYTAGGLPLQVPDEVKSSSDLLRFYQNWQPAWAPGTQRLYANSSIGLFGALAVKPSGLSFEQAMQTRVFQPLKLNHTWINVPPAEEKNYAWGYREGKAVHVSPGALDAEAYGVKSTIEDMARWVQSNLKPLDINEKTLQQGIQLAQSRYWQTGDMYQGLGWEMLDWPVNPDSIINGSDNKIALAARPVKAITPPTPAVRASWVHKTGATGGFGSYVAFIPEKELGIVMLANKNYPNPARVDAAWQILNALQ
#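 AmpC (5.3 nM in the dispensed reagent) in 20 mM phosphate pH 7.0 with 0.01% (detergent screen) or 0.0001% Triton X-100 was preincubated with compounds for 15 min at room temperature. Nitrocefin was then added from an 800 uM solution, and hydrolysis was followed at 480 nm.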
# AmpC no deterg – qHTS Inhibitors of AmpC Beta-Lactamase (assay without detergent) | AmpC nitrocefin hydrolysis, absorbance 480 nm, 0.0001% Triton | Potency, µM (doses to about 57.1 µM), for the others: at the top dose activity change, negative = inhibition, usual class: inhibitors | hit rate 0.52% among 330,000 | AID 485341, 2010;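 also: potency is read from the fitted curve at half-maximal effect; plate controls were no compound for no effect and no enzyme for full effect; nearly all actives have a fitted effect of over 20% in size; some results filed as inactive show a strong effect at the top dose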
#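 20 mM phosphate pH 7.0 + 0.01% (detergent screen) or 0.0001% Triton X-100; 5.3 nM AmpC reagent; cpd preinc 15 min RT; nitrocefin (800 uM stock) to start; A480 q20 s × 4 min; Activity was normalised to no-enzyme and no-compound control wells.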
# HCMV antiviral – qHTS Assay for inhibitors of the human cytomegalovirus (HCMV) | HFF cells, HCMV-luciferase reporter, 72 h; hits give low values | activity change, negative = inhibition, % at 57.5 µM | hit rate 4.5% among 410,000 | AID 1259415, 2018; in the data active = activity change below about -60%; inconclusive = no clear call, values can overlap the other calls; inactive = above about -39%
#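 Two-dose cell screen: HFF monolayers treated with compounds and infected with luciferase-expressing HCMV at 1 PFU/cell, 72 h at 37C, then lysed for luciferase measurement.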
# Giardia FBPA inh – qHTS Assay for Inhibitors of Fructose-1,6-bisphosphate Aldolase from Giardia Lamblia | AID 2451, 2010 | hit rate 0.71% among 290,000 | Potency, µM (series often up to 59.6 µM), for the others: top-dose activity, negative = inhibition, usual class: inhibitors | purified Giardia FBPA | A8B2U2; also: potency is read from the fitted curve at half-maximal effect; nearly all actives have a fitted effect of over 55% in size
# Target sequence (A8B2U2 whole entry, looked up): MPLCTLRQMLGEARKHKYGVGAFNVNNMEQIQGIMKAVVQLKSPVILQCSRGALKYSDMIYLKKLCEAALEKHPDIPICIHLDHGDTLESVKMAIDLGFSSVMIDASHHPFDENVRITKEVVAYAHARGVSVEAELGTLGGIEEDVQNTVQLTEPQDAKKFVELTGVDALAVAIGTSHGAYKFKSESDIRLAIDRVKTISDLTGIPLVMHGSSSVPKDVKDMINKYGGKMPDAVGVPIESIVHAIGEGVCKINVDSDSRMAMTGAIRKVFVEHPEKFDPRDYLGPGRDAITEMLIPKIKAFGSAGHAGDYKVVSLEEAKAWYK
#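 Giardia FBPA (40 nM reagent) was preincubated 10 min at RT with compound (up to 57.5 uM final), then substrate plus GAPDH/TPI/NAD/arsenate coupling system with diaphorase/resazurin was added; resorufin fluorescence (525/598 nm) was read after 20 min.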
# AMA1 RON2 block – qHTS for Inhibitors of AMA1-RON; Towards Development of Antimalarial Drug Lead: Primary Screen | Potency, µM (doses to about 58.2 µM), inactives show at the top dose activity change, negative = inhibition, most hits filed as inhibitors | hit rate 0.2% among 360,000 | Plasmodium falciparum AMA1 (3D7) - RON2 peptide interaction | AlphaScreen AMA1-biotinylated RON2 peptide binding;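 also: potency is read from the fitted curve at half-maximal effect; 0% = vehicle wells and -100% = peptide control; nearly all actives have a fitted effect of over 45% in size; some results filed as inactive show a strong effect at the top dose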
#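 AMA1 (3D7) with his tag at 25 nM final met compounds first, then biotinylated RON2 peptide at 25 nM; detection used donor plus acceptor beads, 10 µg/mL apiece, read by AlphaScreen after 30 min at room temperature.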
# Sm TGR block – qHTS Assay for the Inhibitors of Schistosoma Mansoni Peroxiredoxins | Schistosoma mansoni thioredoxin glutathione reductase (TGR), Q962Y6 | purified TGR, DTNB reduction, TNB absorbance 405 nm | Potency, µM (titrated, usually from 114 µM), without a hit: top-dose activity change, negative = inhibition, usual class: inhibitors | hit rate 3% among 360,000; also: potency is read from the fitted curve at half-maximal effect; nearly all actives have a fitted effect of over 60% in size
#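 Kinetic colorimetric format: TGR-catalysed, NADPH-driven DTNB reduction monitored via TNB absorbance. Enzyme dispensed at 20 nM; compound exposure 15 min at room temperature before reaction start.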
# * marks the source's active call; other numbers are inactive results; ? = inconclusive; . = not tested or not shown; & = joins results of further samples; [ ] = remark or other dose. Unless noted, calls follow the shape of the dose curve; as a rule, active = well fitted curve in the direction sought with a large enough effect; inconclusive = small, poorly fitted or top-dose-only effect, or another doubt; inactive = no such curve, though single readings can be large; an effect the other way counts as inactive or inconclusive. Unless noted, % is scaled to controls: 0 for no effect and ±100 for the full control effect. This is a random part of the collection; about 7.8% have a hit in one of these screens.
SMILES,AmpC detergent,AmpC no deterg,HCMV antiviral,Giardia FBPA inh,AMA1 RON2 block,Sm TGR block
COc1ccc(S(=O)(=O)N2CCCCCC2)cc1C(=O)NCCc1ccccc1,1%,-12%,-24,.,77%[activator],5%
COC(=O)c1c(-c2cccc3ccccc23)csc1NC(=O)Cc1ccc(OC)c(OC)c1,-3%,5%,?,-7%,-10%,0%
COc1ccc(-c2cc(C(=O)OCC(=O)c3ccc(C)cc3)c3cccc(Cl)c3n2)cc1,4%,.,-8,.,.,-1%
O=S(=O)([O-])CCC[n+]1ccc(Oc2ccccc2)cc1,2%,-27%,14,-7%,-2%,6%
CCOc1ccc(C(=O)NCC(=O)NCCOc2ccc(C)cc2)cc1,?,-12%,15,12%,8%,1%
O=C(COc1ccc2ccccc2c1)NC1CC(=O)N(c2ccc(F)cc2)C1 (stereo unspecified),2%,.,43,.,.,15%
Cc1cc(C)c2c(n1)SCC(=O)N2CC(=O)Nc1cccc(C)c1C,18%,.,17,.,.,5%
O=C(Nc1nccs1)c1ccc(S(=O)(=O)NCc2cccs2)cc1,-15%,-50%,?,2%,23%,0%
COc1ccc2cc(C(=O)N(C)Cc3ccccc3)[nH]c2c1,-5%,-2%,49,9%,-2%,3%
CCOc1cc(-c2c(C)c(CC)nc(N)c2C#N)ccc1O,-17%,-19%,18,5%,-7%,5%
Cc1onc(-c2ccccc2)c1C(=O)OCCOc1ccc([N+](=O)[O-])cc1[N+](=O)[O-],?,?,?,-10%,-11%,1%
CCC(=O)N1CCc2cc(Br)cc(S(=O)(=O)CCC(=O)Nc3cccc(Cl)c3)c21,5%,.,-9,.,.,?
COc1ccc(NC(=O)/C(=C\c2ccc(OC)c(OC)c2)NC(=O)c2ccco2)cc1,6%,103%[activator],-1,.,-11%,-38%
Nc1[nH]c(N=NC(=O)c2ccc(F)cc2)c2ccccc12,10%,-13%,25,-8%,21%,6%
COc1ccc(OC)c(NC(=O)Nc2cccc3ccccc23)c1,0%,-27%,27,-5%,-1%,1%
COc1c2ccoc2nc2c(OC)c(OCC(OC(C)=O)C(C)(C)O)ccc12 (stereo unspecified),9%,13%,22,-7%,1%,-5%
CN(C(=O)COC(=O)c1nc(-c2ccccc2)n(-c2ccccc2)n1)C1CCS(=O)(=O)C1 (stereo unspecified),-5%,1%,27,12%,1%,4%
O=C1NC(=O)N(c2ccccc2F)C(=O)/C1=C/c1ccc(Oc2ccc([N+](=O)[O-])cn2)cc1,-1%,-42%,68,-12%,-2%,20µM*
O=C1NCCN/C1=C\C(=O)c1cccc(Br)c1,4%,-6%,37,7%,-4%,5%
COc1ccc2[nH]c3c(c2c1)CCN1C(=O)C(CC(=O)NCC24CC5CC(CC(C5)C2)C4)C[C@H](C(=O)N2CCCCC2)[C@@]31C (stereo partly specified),.,179%[activator],-32,.,-4%,.

# Just AmpC no deterg and Sm TGR block (five entries from above):
compound	AmpC no deterg	Sm TGR block
COc1ccc(-c2cc(C(=O)OCC(=O)c3ccc(C)cc3)c3cccc(Cl)c3n2)cc1	.	-1%
O=S(=O)([O-])CCC[n+]1ccc(Oc2ccccc2)cc1	-27%	6%
CCOc1ccc(C(=O)NCC(=O)NCCOc2ccc(C)cc2)cc1	-12%	1%
O=C(COc1ccc2ccccc2c1)NC1CC(=O)N(c2ccc(F)cc2)C1 (stereo unspecified)	.	15%
Cc1cc(C)c2c(n1)SCC(=O)N2CC(=O)Nc1cccc(C)c1C	.	5%

# The list goes on:
SMILES,AmpC detergent,AmpC no deterg,HCMV antiviral,Giardia FBPA inh,AMA1 RON2 block,Sm TGR block
CCN(CC(=O)Nc1c(C(=O)OC)[nH]c2ccc(C)cc12)c1ccc2c(c1)OCO2,-13%,9%,-5,?,?,50µM*
COC(=O)NC(=S)N1CCOCC1,6%,0%,4,-29%,7%,-1%
CC(=O)N1N=C(c2cccc([N+](=O)[O-])c2)OC1c1cccc(Br)c1 (stereo unspecified),?,-7%,25,2%,-8%,?
S=c1[nH]ccn1-c1ccc(Cl)cc1,-13%,-15%,34,-7%,33%[activator],9%
CC1(C)CC(=O)C2=C(C1)NC1=C(C(=O)c3ccccc31)C2c1ccc(Cl)cc1 (stereo unspecified),?,-48%,-100*,-23%,?,-12%
CCc1ccc(NC(=O)C(=O)NCC(O)c2ccccc2)cc1 (stereo unspecified),-2%,-11%,69,-1%,-3%,0%
Cc1ccc(S(=O)(=O)N2CCN(C(=O)c3n[nH]c(=O)c4ccccc34)CC2)c(C)c1,-4%,27%,0,.,-10%,-1%
O=C(NCCN1CCN(C(=O)c2cccc(OC(F)F)c2)CC1)c1cccc(OC(F)F)c1,.,90%[activator],-1,.,5%,.
CCOC(=O)C1CCN(C(=O)CCS(=O)(=O)c2ccc3c(c2)n(C)c(=O)c(=O)n3C)CC1,-4%,-17%,22,5%,3%,4%
Nc1nc(-c2ccccc2)cc(N2CCCCC2)n1,?,-10%,-63*,5%,-10%,?
O=C(C1CC1)N1CCc2cc(Br)cc(S(=O)(=O)Nc3ccc(C(F)(F)F)cc3)c21,6%,.,-17,.,.,17%
O=C(Nc1nncs1)c1c(F)c(F)c(F)c(F)c1F,?,-6%,19,10%,8%,0%
O=C(Nc1ccccc1F)c1ccc(-c2cccc([N+](=O)[O-])c2)o1,3%,-37%,-27,.,-4%,-21%
CC(C)(C)C(=O)Nc1nc2cc3c(cc2s1)OCO3,7%,-15%,-73*,1%,?,3%
CCOC(=O)c1ccccc1NC(=O)c1c(C)oc2ncnc(N3CCOCC3)c12,-1%,.,8,.,.,-1%
Nn1c(SCc2cccc(F)c2)nnc1-c1ccncc1,-4%,-22%,2,2%,10%,11%
CCOC(=O)C1=NN(c2ccccc2)C(=O)C1,-7%,0%,2,-1%,-1%,15%
NCc1cc(=O)[nH]o1,-6%,-13%,-5,2%&-10%,3%,-6%
C=CCS(=O)(=O)c1nc2ccccc2s1,2%,-2%,-97*,-2%,-5%,14µM*
O=C(Cc1ccccc1)Nc1ccc(N2CCOCC2)cc1N1CCOCC1,3%,13%,7,-19%,-7%,-24%

# One compound at a time, as listed above. Screens in order: AmpC detergent	AmpC no deterg	HCMV antiviral	Giardia FBPA inh	AMA1 RON2 block	Sm TGR block
# O=C(Cc1ccccc1)Nc1ccc(N2CCOCC2)cc1N1CCOCC1 is entered as 3%	13%	7	-19%	-7%	-24%
# CC1(C)CC(=O)C2=C(C1)NC1=C(C(=O)c3ccccc31)C2c1ccc(Cl)cc1 (stereo unspecified) is entered as ?	-48%	-100*	-23%	?	-12%

# (continued)
SMILES,AmpC detergent,AmpC no deterg,HCMV antiviral,Giardia FBPA inh,AMA1 RON2 block,Sm TGR block
CN1C=CC(=C2C(=O)c3ccccc3C2=O)C=C1,-2%,-15%,.,-3%,.,-2%[11.4 µM]
O=C1c2ccccc2C(=O)N1C(CO)C(O)c1ccc([N+](=O)[O-])cc1 (stereo unspecified),0%,-16%,9,17%,0%,2%
CC(=O)O[C@H]1CC[C@@]2(C)C(CCC3C2CC[C@]2(C)OC(=O)CCC32)C1 (stereo partly specified),-7%,14%,85,1%,4%,-25%
CCOC(=O)c1c(NCC2CCCO2)c2ccccc2[nH]c1=O (stereo unspecified),-12%,-32%,5,-5%,-1%,-21%
O=S(=O)(NC1CCCCC1)OCC(Cl)(Cl)Cl,7%,-31%,-39,0%,3%,0%
O=C(CCN1C(=O)c2cccc3cccc(c23)C1=O)NCC1CCCO1 (stereo unspecified),-7%,7%,?,-8%,7%,7%
CCOc1ccc(NS(=O)(=O)c2ccc3[nH]cc(C(=O)N(C)C4CCCCC4)c(=O)c3c2)cc1,6%,.,7,.,.,2%
Cc1ccc2c(c1)-c1c(cnc3cc(-c4ccccc4)nn13)CO2,-4%,.,31,.,.,-7%
CCCCN(CC)C(=O)c1c[nH]c2ccc(S(=O)(=O)N(C)c3ccc(Cl)cc3)cc2c1=O,0%,.,-9,.,.,-5%
O=C(CCc1ccccc1)Nc1ccc(N2CCOCC2)cc1,5%,-10%,1,-6%,-3%,3%
Cc1nc(NCCOc2ccccc2)sc1C(=O)Nc1ccccc1,5%,-45%,40,-7%,-5%,-1%
CNCc1cn2cc(Cl)ccc2n1,-5%,-6%,26,9%,71%[activator],-17%
O=C(CN1CCN(S(=O)(=O)c2ccccc2)CC1)Nc1ccc([N+](=O)[O-])cc1,?,-21%,-69*,-19%,11%,-4%
Cc1ccccc1NC(=O)CN(C)S(=O)(=O)c1cccc2nsnc12,-3%,.,-6,.,.,6%
Cc1ccc(C(=O)N2CCN(c3ccc(NC(=O)c4cccnc4)cc3)CC2)cc1,?,2%,-22,-9%,-12%,-17%
O=C(CSc1n[nH]c(-c2ccccc2)n1)N1CCCCC1,17%,.,61,.,.,?
O=C(Nc1nnc(-c2ccc(Br)cc2)o1)c1ccco1,?,-24%,.,.,80%[activator],6%
COc1ccc(NC(=O)CSc2nc(C3CC3)nc3ccccc23)c(OC)c1,-7%,58%,11,9%,-4%,5%
Cc1ccccc1CS(=O)(=O)CCC(=O)N1CCN(c2ccc(N3CCOCC3)nn2)CC1,0%,25%,-17,4%,-7%,-8%
COc1cc2c(cc1OC)C(c1cccs1)N(C(=O)c1ccncc1)CC2 (stereo unspecified),-1%,92%[activator],22,3%,3%,0%
CCCOCC(O)CCc1n[nH]c(=S)n1-c1ccccc1 (stereo unspecified),-5%,-13%,4,?,-6%,-1%
CC(C)=CCN1CCN(Cc2c(C)nn(C)c2Cl)CC1CCO (stereo unspecified),2%,-10%,-38,5%,15%,1%[57.1 µM]
COc1ccccc1CNc1n[nH]c(NCc2ccccc2OC)n1,2%,-38%,12,8%,-4%,-2%
CCN(CC)S(=O)(=O)c1cccc(-c2nnc(SCc3ncc(-c4ccccc4)o3)n2C)c1,1%,106%[activator],-20,8%,2%,?
CCCSc1ncc(Cl)c(C(=O)Nc2nc3ccc(C)cc3s2)n1,13%,.,-6,.,.,-2%
O=C(CN1C(=O)C2CCCCC2C1=O)Nc1ccc(S(=O)(=O)Nc2ncccn2)cc1 (stereo unspecified),1%,-27%,-37,20%,-15%,-1%
Cc1cc(C)nc(N2CCCC(C(=O)Nc3ccc4c(c3)OCO4)C2)n1 (stereo unspecified),-1%,-3%,4,4%,2%,0%
O=C(O)C1C2C=CC(O2)C1C(=O)Nc1ccccc1C(F)(F)F (stereo unspecified),-12%,-17%,45,0%,-2%,8.9µM*
CCOc1ccc(Nc2c(S(=O)(=O)c3ccc(C)cc3)cnc3ccccc23)cc1,-4%,.,?,.,.,0%
CN(C)c1ccc(CNC(=O)c2cccc(NC(=O)N3CCSc4ncccc43)c2)cc1,14%,.,-6,.,.,-1%
